# KDM5B inhibitor = inhibitors of human KDM5B histone demethylase; Q9UGL1; KDM5B demethylase, FDH-coupled NADH fluorescence (FDH is formaldehyde dehydrogenase); Potency, µM (series often up to 57.7 µM), inactives show at the highest dose activity change, negative = inhibition, usual class: inhibitors; 220,000 tested, 2.6% active; AID 1347165; active = well fitted inhibition curve with a large enough effect; inconclusive = small, poorly fitted or top-dose-only effect; inactive = no such curve, though single readings can be large or run the other way; also: 0% is about no effect; nearly all actives have a fitted effect of over 70% in size
#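 Here, H3K4me3 peptide (12.5 µM in substrate mix) is demethylated by KDM5BΔAP, 200 nM final, after 10 min compound exposure. Formaldehyde product is coupled through FDH (0.25 U/mL in mix) to NADH fluorescence; 30-min ΔRFU feeds dose-response curves.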
# Numbers without * were called inactive; ? = inconclusive; & = joins results of further samples; [ ] = another dose, or the depositor's remark. Potency is read from the fitted curve at half-maximal effect.
SMILES,KDM5B inhibitor
CCOc1cccc2sc(=NC(=O)c3ccc(S(=O)(=O)N4CCOCC4)cc3)n(C)c12,-8%
CCOC(=O)c1ccc(NC(=O)CSC2=Nc3ccccc3N=C(c3cccc(OC)c3)C2)cc1,5%
COc1ccc(-c2cccc(NS(=O)(=O)c3cc(C)ccc3OC)c2)nn1,-25%
Cc1ccc(CNC(=O)c2ccc3nccn3c2)o1,28µM*
Cc1ccc(-c2ocnc2C(=O)Nc2ccc(Cl)cc2C)o1,-6%
O=C(CN1CCCc2nc(-c3ccncc3)ncc2C1=O)N1CCc2ccccc2C1,?
Cc1ccc(-c2nnc3ccc(N4CCCC4)nn23)nc1,6%[115 µM]
COc1cc(CN2CCCCC2C)ccc1OC(F)F (stereo not given),24%
Cc1cc(Cl)ccc1OCCN1CCN(C(=O)[C@H]2CCC[C@H](O)C2)CC1,21%
CCCCNC(=O)C(C#N)c1nc2ccccc2nc1N1CCN(c2ccc(F)cc2)CC1 (stereo not given),9%
O=C(COc1ncnc2sc3c(c12)CCCC3)Nc1ccc2c(c1)OCCO2,4%
CCNC(=O)N[C@H]1CO[C@H]2[C@@H]1OC[C@@H]2n1nnnc1Oc1cccc(N(C)C)c1,-12%[86.2 µM]
COc1cccc(CNC(=O)c2c(C)nn(-c3ccc(F)cc3)c2-n2cccc2)c1,-13%
CC(NCC(C#N)CCC#N)c1cccc(Br)c1 (stereo not given),-13%
Cc1ccc(-c2nc3cc(C)c(C)cc3nc2-c2ccc(C)cc2)cc1,-16%
O=c1c2nc(Nc3cccc(F)c3)ccc2ncn1-c1cccnc1,?
O=C(c1ccoc1)N1CCc2onc(C(c3ccccc3)c3ccccc3)c2C1,?
COc1cc(NC(=O)Cn2cc(S(=O)(=O)c3ccccc3)c(=O)c3ccc(C)nc32)cc(OC)c1,16%
Cc1ccc2[nH]c(CN(Cc3cnn(C)c3)C3CC3)cc(=O)c2c1,19%
Cc1ccc(S(=O)(=O)Nc2ccc(S(=O)(=O)Nc3ccccc3)cc2[N+](=O)[O-])cc1,11%
Cc1cc(C)c(NC(=O)c2cc(S(=O)(=O)N3CCCC3)cn2C)c(C)c1,6%
O=C(O)CNC(=O)Cn1ccc2ccc(OCc3ccccc3)cc21,2%
OC(CNCc1ccc(-c2ccccc2)o1)c1ccccc1 (stereo not given),7%
COc1ccccc1N1CCN(C(=O)CCn2nc(C)c(S(=O)(=O)N3CCCC3)c2C)CC1,-1%
CC(C)N1C(=O)C2(CCCCC2)C1C(=O)N1CCCC1 (stereo not given),7%
FC(F)(F)C(Oc1nc(N2CCOCC2)nc(N2CCOCC2)n1)C(F)(F)F,-1%
CCc1cccc(N2C(=O)N(CC(=O)NCc3ccc(OC)cc3)c3ccccc3S2(=O)=O)c1,-3%
Cc1nc(-c2cn(C3CCCN(C(=O)COc4ccccc4)C3)nn2)no1 (stereo not given),1%
O=C(CC1CCN(C(=O)c2ccccc2)C1)NC1CC1 (stereo not given),0%
Cc1ccc(S(=O)(=O)c2nc(-c3cccc(C)c3)oc2N2CCN(c3ccccc3)CC2)cc1,-23%
Cc1ccc(S(=O)(=O)N2CCCC(CNC(=O)c3cccs3)C2)cc1 (stereo not given),-5%
O=C(O)CC1(CC(=O)Nc2ccc3c(c2)C(=O)OC3)CCCCC1,13%
CCOc1ccc(N(CC(=O)Nc2c(C)n(C)n(-c3ccccc3)c2=O)S(=O)(=O)c2ccc(F)cc2)cc1,-13%
Cc1ccc(-c2noc(CCCC(=O)NCc3ccco3)n2)cc1,-15%
CN(CC(=O)NC(=O)NCc1ccccc1)Cc1cccc(Cl)c1Cl,-3%
O=C(Cn1c(=O)n(Cc2nc(-c3ccccc3)no2)c(=O)c2cc3c(cc21)OCO3)Nc1ccccc1,?
CN(CC1CCOCC1)C(=O)c1ccc(C(F)(F)F)cc1,29%
COCc1ccc(C(=O)N2CCC(CCC(=O)Nc3cccc(C)c3)CC2)s1,19%
CN(C(=O)CN1CCC(c2cc3ccccc3[nH]2)CC1)C1CC1,-2%
CS(=O)(=O)N1Cc2ccccc2CC2(CCN(Cc3ccccc3)C2)C1 (stereo not given),-5%[115 µM]
O=C(O)C12CC3CCC(CC(C3)C1)C2,-6%
CS(=O)(=O)N1CCCN(C(=O)NCc2ccccc2)CCNC(=O)CC1c1ccccc1 (stereo not given),-3%
CC(C)n1c(NC2CCCCC2)nc2c1c(=O)n(C)c(=O)n2C,9%
CCn1cc2nc(SCC(=O)Nc3ccc(OC)cc3OC)n(Cc3ccc(OC)cc3)c(=O)c2n1,5%
COc1ccc(CNC(=O)CCc2cn(C)c3ccccc23)cc1,?
Cc1cc(C[C@@H]2COC[C@@H]2NC(=O)COc2cccc(C)c2C)on1,20µM*
CCOc1cc(C(=O)N2CCN(c3cc(-c4ccc(Cl)cc4)[nH]n3)CC2)cc(OCC)c1OCC,-12%
COc1cc(OC)c(NC(=O)c2nnn(Cc3ccc(C)cc3)c2N)cc1Cl,?
C=CCNC(=S)NNC(=O)CCc1ccccc1,30%
COc1cc(C(=O)COC(=O)c2cnc(C)cn2)ccc1OC(F)F,18%
COc1cc(-c2nc(-c3c(C)noc3C)cc3cc(C)oc23)ccn1,35µM*
Cn1nc(C(=O)N2CCCCCC2)c2c1-c1ccsc1CC2,-27%
O=C(CN1C(=O)COc2ccc(S(=O)(=O)N3CCCCCC3)cc21)NCCc1ccccc1,-17%
CC1CCCCC1NC(=S)NN (stereo not given),17%
O=C(Nc1ccc(Cl)cc1C(F)(F)F)c1cc(I)ccc1Cl,22%
Cc1ccc(C(=O)N2CCC(Cc3nc(C(C)C)no3)CC2)cc1C,-14%
CCn1nccc1C(=O)NCCc1ncc(C)n1Cc1ccccc1,5%
CC1CCCN(C(=O)CCc2ncc(-c3ccc(F)cc3F)o2)C1 (stereo not given),0%
CCc1ccc2oc(C(=O)NCC(c3ccco3)N3CCCC3)cc(=O)c2c1 (stereo not given),4%
c1ccc(C2(c3ccccc3)CCCN(Cc3cscn3)C2)cc1,-28%

# For convenience, some entries already given:
SMILES,KDM5B inhibitor
O=C(CN1C(=O)COc2ccc(S(=O)(=O)N3CCCCCC3)cc21)NCCc1ccccc1,-17%
CC1CCCCC1NC(=S)NN (stereo not given),17%
O=C(Nc1ccc(Cl)cc1C(F)(F)F)c1cc(I)ccc1Cl,22%
Cc1ccc(C(=O)N2CCC(Cc3nc(C(C)C)no3)CC2)cc1C,-14%

# Additional records follow.
SMILES,KDM5B inhibitor
COc1ccc(/C(N)=N/OC(=O)C2CCCCC2)cc1OC,-18%
O=S(=O)(Cc1ccccc1)NCCCCl,13%
C[C@@H](NC(=O)C1CCCC1)c1onc(-c2ccc(F)cc2)c1C(=O)O,15%[86.2 µM]
CN1[C@@H](CCC(=O)N2CCN(c3ccccc3)CC2)CNC(=O)[C@@H]2[C@H]1CCN2Cc1cccc(Cl)c1,11%
COc1cccc(-c2cc(C(=O)N3CCC(c4nn(C)c(=O)n4C(C)C)CC3)[nH]n2)c1,24%
COCCNC(=O)c1cc(C2CC2)nc2c1c(C1CCCN1)nn2C (stereo not given),79µM*
Cn1nnnc1SCCCNCc1cc(Cl)ccc1OCc1ccccc1F,7%
O=C(NCCO)c1ccc(-c2nnc(Nc3ccc(OC(F)(F)Cl)cc3)c3ccccc23)cc1,?
COc1cccc(NC(=O)O[C@@H]2CO[C@H]3[C@@H]2OC[C@@H]3Nc2nccc(-c3cccs3)n2)c1,16µM*
Cc1ccc(C(C)(C)C)cc1CC(=O)O,-13%
Cc1cccc(C(=O)N2CCc3[nH]nc(C(=O)N(C)C)c3C2)c1,4%
CCn1nccc1C(=O)N1CCCCCCNC(=O)CC1,-11%
COc1ccc(C(CC(=O)c2ccco2)SCCO)cc1OC (stereo not given),-27%
CCC(C)C(C(=O)NCc1ccc(C(=O)OC)cc1)c1ccccc1 (stereo not given),-2%
Cc1cc(Cl)ccc1NNC(=O)c1c(C)noc1C,?
CCN(CC)C1CCOC2(CCN(C(=O)c3sc(C)nc3C)CC2)C1 (stereo not given),5%
CSc1ncc(CN2CCC(n3nccc3NC(=O)Cc3ccccc3)CC2)cn1,-26%
CCCNC(=O)Cn1ccn2nc(-c3ccc(F)cc3)c(CO)c2c1=O,?
COC(=O)CC(NC(=O)c1nn(C)c(=O)c2ccccc12)c1ccccc1 (stereo not given),23%
Cc1nn2c(=O)cc(COC(=O)c3cccc(NC(=O)c4ccc(F)cc4)c3)nc2s1,?
C=CCOC(=O)C1=C(C)N=C2SC=C(CC(=O)NC3CC3)N2C1c1cc(OC)cc(OC)c1 (stereo not given),?
Cc1ccc2oc(CN3CCCn4nc(C(O)CN(C)C)cc4C3)c(C)c2c1 (stereo not given),14%
O=C(Cn1cccc1-c1nc(-c2ccc3c(c2)OCO3)no1)NCc1ccc(F)cc1,?
Cc1cc(C)cc(NC(=O)CCC(=O)N2CCSc3ccccc32)c1,-27%
COc1cccc(CN2CCc3nc(N4CCOCC4)[nH]c(=O)c3CC2)c1OC,-2%
COc1ccc(CNC(=O)c2cnc3ccccc3n2)cc1,0%
COc1cccc(N2C(=O)NC(=NC3CCCCC3)C23CCN(Cc2ccsc2)CC3)c1,20%[115 µM]
Cc1ccc(-c2nc(C(=O)NCc3ccc(F)cc3Cl)no2)cc1,-18%
CCOC(=O)CSc1nc2sc3c(c2c(=O)n1Cc1ccccc1)CC(C(C)C)OC3 (stereo not given),-16%
COCc1nc(CNC(=O)c2sc3cccc(F)c3c2Cl)no1,-26%
COC(=O)c1nc(NC(=O)Cn2nc3c(cc2=O)CCCCC3)sc1C,33%[activator]
COc1ccccc1CNC(=O)C1CCN(S(=O)(=O)c2ccc3c(ccn3C)c2)CC1,?
COc1cccc(NC(=O)Cn2c(=O)cc(C)c3c(C)nn(-c4cccc(F)c4)c32)c1,11%
Fc1ccc(-c2noc(-c3ncn4c3COC(c3ccccc3Cl)C4)n2)cc1 (stereo not given),-6%
COCC1CN(C)CC12CCN(C(=O)Cc1cccc(F)c1)CC2 (stereo not given),-20%
COc1cccc(CNC(=O)[C@@H]2C[C@@H](O)CN2C2CCN(C(=O)c3ccc4c(c3)OCO4)CC2)c1,10%

# 16 entries already listed, sorted by SMILES length, ascending.
SMILES,KDM5B inhibitor
Cc1cc(Cl)ccc1NNC(=O)c1c(C)noc1C,?
COc1ccc(CNC(=O)c2cnc3ccccc3n2)cc1,0%
COCc1nc(CNC(=O)c2sc3cccc(F)c3c2Cl)no1,-26%
COCC1CN(C)CC12CCN(C(=O)Cc1cccc(F)c1)CC2 (stereo not given),-20%
Cc1cc(C)cc(NC(=O)CCC(=O)N2CCSc3ccccc32)c1,-27%
CCN(CC)C1CCOC2(CCN(C(=O)c3sc(C)nc3C)CC2)C1 (stereo not given),5%
CCCNC(=O)Cn1ccn2nc(-c3ccc(F)cc3)c(CO)c2c1=O,?
CSc1ncc(CN2CCC(n3nccc3NC(=O)Cc3ccccc3)CC2)cn1,-26%
Cc1ccc2oc(CN3CCCn4nc(C(O)CN(C)C)cc4C3)c(C)c2c1 (stereo not given),14%
COc1cccc(CN2CCc3nc(N4CCOCC4)[nH]c(=O)c3CC2)c1OC,-2%
CCOC(=O)CSc1nc2sc3c(c2c(=O)n1Cc1ccccc1)CC(C(C)C)OC3 (stereo not given),-16%
COc1cccc(N2C(=O)NC(=NC3CCCCC3)C23CCN(Cc2ccsc2)CC3)c1,20%[115 µM]
Cc1nn2c(=O)cc(COC(=O)c3cccc(NC(=O)c4ccc(F)cc4)c3)nc2s1,?
COc1cccc(NC(=O)Cn2c(=O)cc(C)c3c(C)nn(-c4cccc(F)c4)c32)c1,11%
C=CCOC(=O)C1=C(C)N=C2SC=C(CC(=O)NC3CC3)N2C1c1cc(OC)cc(OC)c1 (stereo not given),?
COc1cccc(CNC(=O)[C@@H]2C[C@@H](O)CN2C2CCN(C(=O)c3ccc4c(c3)OCO4)CC2)c1,10%

# Continuation:
SMILES,KDM5B inhibitor
COc1ccc(CC(=O)NC(C)c2nnc(SCC(=O)c3ccc(Cl)cc3)n2C)cc1 (stereo not given),1%
COC(=O)c1sc(-c2ccccc2)cc1NC(=O)Nc1ccc(F)cc1,?
Cc1cc(SC(C)C(=O)c2ccc(Cl)cc2)nc2ccccc12 (stereo not given),13%
CCOc1cc(=O)n2c(c1C(=O)Nc1cc(F)ccc1Cl)CCCC2,18%
Cc1ccc(-n2cc(CN3CCN(C)C(CCO)C3)cn2)cc1 (stereo not given),-13%
Cc1cc(CN2CCC(N3CCOCC3=O)CC2)no1,10%&4%[149 µM]
N#C/C(=C/c1c2ccccc2cc2ccccc12)c1nc2ccccc2[nH]1,18%
O=C(NCCc1csc(-c2cccnc2)n1)c1c(F)cccc1F,-8%
CCOCN(C(=O)CSc1nc2ccccc2[nH]1)c1c(C)cccc1CC,-22%
O=C(NCC1CCOCC1)c1ccco1,7%
CNC(C)c1c(F)cccc1F (stereo not given),-4%[230 µM]
Cc1cccc(-c2ocnc2C(=O)Nc2ccccc2C)c1,-17%
COc1ccccc1-c1nc(S(=O)(=O)c2ccc3c(c2)OCCO3)c(NC(C)C)o1,?
COC(=O)c1ccc(OCC(O)CNCC(c2ccc(OC)cc2)N(C)C)c(OC)c1 (stereo not given),?
CC1CCN(S(=O)(=O)c2ccc3c(ccc(=O)n3CC(=O)Nc3ccc(C(C)C)cc3)c2)CC1,-24%
Cc1noc(C)c1C(=O)N(C)Cc1ccc2c(c1)OCO2,15%
CN1CCN(C(=O)c2ccc3c(c2)N(Cc2ccc(F)cc2)C(=O)c2ccccc2S3=O)CC1 (stereo not given),-5%
COc1ccc(NC(=O)Nc2ccc(C)n(CC(=O)Nc3cccc(C)c3)c2=O)cc1,-1%
CCN(CC)c1nn2c(=O)c(C(=O)NCc3ccc(F)cc3)cnc2s1,?
CCOC(=O)CSc1nc2c(cnn2-c2ccc(Cl)cc2)c(=O)[nH]1,-2%
Cc1cc(C)n(-c2nc3ccccc3nc2Nc2cccc(C)c2C)n1,-20%
Cc1ncc(-c2ccc(C)c(S(=O)(=O)N3CCN(c4cccc(Cl)c4)CC3)c2)o1,12%

# Source: PubChem (National Center for Advancing Translational Sciences (NCATS))

# The list is partial; rates above refer to the full screens.
